# Bioassay records: PubChem, National Center for Advancing Translational Sciences (NCATS)
# Lipid storage S3 – qHTS Assay for Lipid Storage Modulators in Drosophila S3 Cells; Drosophila S3 cells, BODIPY lipid droplet fluorescence, 18-24 h; cells fed with added oleic acid; hit rate 0.64% among 320,000; Potency in µM for hits, for the others lipid storage change, negative = inhibition, % at the top dose, mostly 46.1 µM; active = well fitted inhibition curve with a large enough effect in the signal ratio, with a control signal flat, not every such curve was filed as active; inconclusive = small, poorly fitted or top-dose-only effect, or effect the other way, or a change in a side signal; the % refers to the signal ratio
#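 Drosophila S3 cells got compounds at several concentrations plus oleic acid (400 uM solution). Laser-scanning cytometry with 488 nm excitation read lipid droplets at 500-530 nm and cells at 575-640 nm. Percent activity was relative to 20 uM Triacsin C.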
# Lipid storage S3 cell count max – second read-out of Lipid storage S3, no call of its own (marks repeat the call); cell number change, %; measured here: cell count max response;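 cells counted by Cell Tracker Red CMTPX staining in the red channel; peak over a dose series mostly up to 46.1 µM; percent activity relative to internal control wells on each plate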
# * hit, by the source's call; i = inactive; ? = inconclusive; · = no result given; [ ] = another dose, or the depositor's remark. % is scaled to controls: 0 for no effect and ±100 for the full control effect; potency is read from the fitted curve at half-maximal effect. An excerpt, so the mix of outcomes need not match the whole.
SMILES,Lipid storage S3,Lipid storage S3 cell count max
O=C(CN(Cc1ccc(F)cc1)C(=O)CCC(=O)Nc1ccccn1)NCc1ccc(F)cc1,?,·
COc1ccccc1OCC(=O)N1CC2(C)CC1CC(C)(C)C2 (centres undefined),?,·
CCN(CC)CCn1c(OC)cc(=O)[nH]c1=O,?,·
COc1ccccc1NC(=O)Cn1c(C)nc2c(sc(=S)n2Cc2ccco2)c1=O,?,·
COc1ccc(C(C(=O)NC2CCCC2)N(Cc2ccc(F)cc2)C(=O)c2ccn[nH]2)cc1OC (centres undefined),25%,21
FC(F)(F)c1nnc(N2CCN(c3ccc(Cl)cc3)CC2)s1,27%,19
CN(CC(=O)Nc1ccccc1Br)c1ncnc2sccc12,-19%,-32
CC(C)(C)OC(=O)N1CCCC1C(=O)NC(Cc1ccccc1)C(=O)O (centres undefined),?,·
NNC(=O)c1cc2c(s1)-c1cc(Cl)ccc1SC2,?,·
CCOc1ccc(OCCOCCNCCOC)cc1,-17%,-16
CCN(CC(=O)Nc1ccc(OC)cc1)C(=O)CSCc1c(C)noc1C,?,·
COc1ccc(C(=O)c2c(C)c3ccccc3n2CC(O)CNC(C)C)cc1 (centres undefined),?,·
Cc1ccc(-c2csc3nc(C)n(-n4cccc4)c(=O)c23)o1,19%,-12
O=S(=O)(NCCC1=CCCCC1)c1cccc2nsnc12,3%,14
CCc1ccc(-c2cc(C(=O)O)c3ccccc3n2)s1,5%,-13
Cc1ccc2[nH]c(=O)c(-c3noc(C(C)C)n3)cc2c1,8%[9.22 µM],29
Cc1c(Oc2ccc(C(F)(F)F)cc2[N+](=O)[O-])ccc2c3c(c(=O)oc12)CCC3,5%,-4
O=C(COC(=O)c1ccc(NS(=O)(=O)c2cccs2)cc1)Nc1nc2c(F)c(F)c(F)cc2s1,-13%,-12
Cc1ccc(SCC(=O)OCC(=O)N(CC(C)C)c2c(N)n(Cc3ccccc3)c(=O)[nH]c2=O)c(C)c1,?,·
O=C1N=C(N2CCN(c3ccccc3)CC2)SC1Cc1ccccc1 (centres undefined),7%,1
Cc1cccc(NC(=O)CN(C)C(=O)/C=C/c2ccccc2)c1C,-9%[0.0737 µM],·
Cc1cc(N2CCN(c3ccccn3)CC2)n2c(nc3ccccc32)c1C#N,?,·
O=C(Nc1ccccc1N1CCOCC1)c1ccc2c(c1)OCO2,?,·
CCOc1ccc(S(=O)(=O)NC(Cc2cnc[nH]2)C(=O)O)cc1 (centres undefined),?,·
COC(=O)c1cccc(-n2cnnn2)c1,9%,8
CCCCn1c(N)c(N(CCOC)C(=O)c2ccc3c(c2)C(=O)N(c2cc(C)ccc2C)C3=O)c(=O)[nH]c1=O,2%,12
CS(=O)(=O)N(CC(=O)NN=C1CCCCCC1)c1ccc(Oc2ccccc2)cc1,3%,-1
Cc1ccc(CNC(=O)CSc2nnc3n2CCCCC3)cc1,4%,-19
COc1ccc(C(=O)Oc2cccnc2)cc1,?,·
COc1cc(NC(=O)c2csc(-c3ccncc3)n2)cc(C(=O)Nc2cccc(C(F)(F)F)c2)c1,7%,-11
CC(C)N1CC(C(=O)Nc2ccc(C#N)cc2)CC1=O (centres undefined),?,·
CC(=O)c1c(C)[nH]c(C(=O)CN2C(=O)NC(C)(C)C2=O)c1C,?,·
O=C(CNC(=S)N(Cc1ccccc1)Cc1cccnc1)NCCc1ccccc1,18%,3
Cc1ccc(/C=C2\SC(=S)N(CCCC(=O)Nc3cccnc3)C2=O)cc1,i,-7
CCCn1c(SCC(=O)Nc2ccc(OCC)cc2)nnc1C(C)C,-2%,2
Cc1ccc(C(=O)N(CC(=O)NC2CCCC2)Cc2cccs2)s1,?,·
CC(=O)N1c2ccc(S(=O)(=O)N3CCCC3C(=O)NCc3ccccc3Cl)cc2CC1C (centres undefined),?,·
O=C(Nc1ccncc1)c1cc(-c2cccc(Br)c2)nc2ccccc12,?,·
Cc1cc(C)c2c(c1)[C@@H]1C=CC[C@@H]1[C@H](c1ccc(S(=O)(=O)N3CCOCC3)cc1)N2,?,·
CCc1ccccc1NC(=O)c1cc(-c2cccc(O)c2)on1,-12%[9.22 µM],·
COc1ccccc1C(=O)NCC(=O)OCC(=O)c1cccc2ccccc12,?,·
Cc1ccc2c(c1)NC(=O)C(CC(=O)Nc1ccc(Br)c(C)c1)O2 (centres undefined),-7%,-1
CCN1C(=O)/C(=C/c2ccc(C)o2)N(C)C1=S,?,·
O=C1CCCN1CCCNS(=O)(=O)c1ccc(Br)s1,?,·
CN(C)C(=O)c1cccn(Cc2cccc(C(F)(F)F)c2)c1=O,?,·
COc1ccc(C2(c3ccc(OC)cc3)NC(=O)N(CC(=O)Nc3ccccc3)C2=O)cc1,i,11
CCC(=O)N1CCN(C(C)=O)C1c1ccccc1 (centres undefined),i,1
O=C(CSc1oc(-c2ccco2)nc1S(=O)(=O)c1ccc(Cl)cc1)NCC1CCCO1 (centres undefined),?,·
COCCN(CC(=O)Nc1cccc(C)c1C)C(=O)c1cc2c(s1)CCC2,?,·
CCOC(=O)c1c(C)n(C)c2ccc(OCC(O)CN3CCN(C)CC3)cc12 (centres undefined),?,·
O=c1c2ccccc2nc2c3ccccc3c(NCc3ccco3)nn12,?,·
CC1CCCC(NC(=O)CN(C)CC(=O)Nc2ccc(F)cc2)C1C (centres undefined),?,·
COC(=O)c1c(C(=O)OC)c(-c2ccc(Br)cc2)n2c1CS(=O)C2 (centres undefined),6%,-13
O=C(NCCC1=CCCCC1)C1CCC(=O)N(Cc2cccc(C(F)(F)F)c2)C1 (centres undefined),?,·
CCOC(=O)c1cc2c(=O)n3ccccc3nc2n(Cc2ccco2)c1=NC(=O)c1ccc(OC)cc1,?,·
Cc1ccccc1NC(=O)C1CC(=O)N(Cc2ccccc2)C1 (centres undefined),?,·
Clc1ccc(-c2ccccc2)nn1,-2%,·
CC(OC(=O)CCc1ccccc1)C(=O)Nc1ncc(Cl)cc1Cl (centres undefined),12%,2
Cc1ccc(N2C(=O)N(CC(=O)Nc3cccc(C)c3C)C(=O)C2C)cc1 (centres undefined),?,·
O=S(=O)(NCc1ccccc1)c1ccccc1Br,4%,0

# (list continues)
SMILES,Lipid storage S3,Lipid storage S3 cell count max
CC1=NC(C)Cc2ccccc21 (centres undefined),-1%,9
CCc1nc2ccccc2c(C(=O)OCC(=O)N(CCOC)c2c(N)n(Cc3ccccc3)c(=O)[nH]c2=O)c1C,-21%[0.0737 µM],·
C=C(C)C(=O)Nc1cccc(C2=NOC3(C2)C[C@@H](C(N)=O)N(C(=O)/C=C/CC)C3)c1 (some centres undefined),-7%,4
COc1ccc(C)cc1N(C(=O)c1snc(C(N)=O)c1N)C(C(=O)NC1CCCC1)c1ccc(F)cc1 (centres undefined),?,·
Cc1ccc(N(C(=O)Cn2nnc(-c3ccc(C)o3)n2)C(C(=O)NC2CCCC2)c2ccco2)cc1 (centres undefined),?,·
O=C(OC1CCCCC1=O)c1cccc(S(=O)(=O)NCc2ccccc2)c1 (centres undefined),-21%,-20
CC(=O)Nc1cccc(NC(=O)CS(=O)(=O)c2cn(CC(=O)N3CCCC3)c3ccccc23)c1,?,·
CN(CC(=O)Nc1cccc(F)c1)C(=O)c1cccc2ccccc12,5.8µM*,-19*
COc1ccc(NC(=O)c2cc3ccccn3n2)cc1,8%,16
O=C(CSC1CC(=O)N(CCc2ccccc2)C1=O)Nc1cccc(Cl)c1 (centres undefined),18%,19
CCOC(=O)C(C(=O)NCc1ccc(F)cc1)c1ncc(C(F)(F)F)cc1Cl (centres undefined),?,·
Nc1nonc1-c1nc2ccccc2[nH]1,?,·
N#Cc1nc(-c2ccco2)oc1NCCN1CCOCC1,?,·
COc1ccc(S(=O)(=O)CCC(=O)N2CC(=O)N(CCc3ccccc3)C(=O)C2)cc1,?,·
O=C(NCc1ccccn1)c1ccc(OC2CCN(Cc3cccs3)CC2)cc1,i,·
O=C(c1nc2ccccc2[nH]1)c1ccccc1[N+](=O)[O-],?,·
COc1ccc(C2(C(=O)NCCc3ccccc3)CCCC2)cc1OC,3%,-4
CN(C)c1nc(Nn2cnnc2)nc(N(C)C)n1,?,·
CC(C)(C)CC(=O)NCc1ccc(F)cc1,0%,0
CCOc1ccc(N(C)C(=O)CCc2nnc3ccc(NCc4ccco4)nn23)cc1,-3%,6
CCOC(=O)NC(=O)CSc1nc2ccc(C)cc2[nH]1,?,·
CCOC(=O)c1cncc(C(=O)O)c1,-21%,-15
COc1ccc(/C=C2\CCCC3C2=NN(C(=O)CSc2n[nH]c(N)n2)C3c2ccc(OC)cc2)cc1 (centres undefined),?,·
CC12CCC(C(=O)Nc3ccc(Cl)cc3)([C@H](Br)C1=O)C2(C)C (some centres undefined),?,·
CCS/C(N)=N/N=C/c1cc(C)ccc1O,6%,·
O=C(CCl)Nc1ccc(-c2ccccc2)cc1,?,·
Cn1c(=O)c2c(nc(Br)n2CCc2ccccc2)n(C)c1=O,?,·
Cc1cccc2c1N(CC(=O)OC(C)C)C(=O)C2=O,?,·
COCCn1c(SCc2ccc(C(=O)OC)o2)nc2ccccc2c1=O,?,·
CC(Cn1cnc2ccccc21)C(=O)O (centres undefined),i,·
O=C(CCN1C(=O)/C(=C/c2cccs2)SC1=S)Nc1cccc(O)c1,?,·
Cc1ccccc1-n1nc2c(c1NC(=O)c1cc3ccccc3oc1=O)CS(=O)(=O)C2,?,·
CC(=O)Nc1ccc(N(C(=O)Cc2cccs2)C(C(=O)NC2CCCC2)c2ccncc2)cc1 (centres undefined),?,·
CC(NCC1COc2ccccc2O1)C(=O)NCc1ccccc1 (centres undefined),?,·
Cc1cccc2nc(-c3ccco3)c(Nc3ccc4c(c3)OCCO4)n12,-2%,-2
COc1ccc(OCC(O)CN2CCCC2)cc1 (centres undefined),-23%,-13
CCOc1cc(/C=C(\CC(=O)O)c2nc3ccccc3s2)ccc1OC,?,·
Cc1ccc(/C=C/C(=O)Nc2cccc3ncccc23)o1,i,·
COc1cccc(CN(C)CC(=O)Nc2ccccc2C(=O)Nc2ccccc2)c1,?,·
CC(C)(C)n1nnnc1C(c1ccccn1)N(Cc1ccccc1)Cc1ccc(Cl)cc1 (centres undefined),?,·
COc1cc(NS(=O)(=O)c2ccc(C)cc2C)cc(OC)c1OC,?,·
O=C(O)c1ccc(N2C(=O)CSC2c2cccc([N+](=O)[O-])c2)cc1 (centres undefined),-2%,4
O=C(CCNC(=O)c1ccc(Br)cc1)NCCCN1CCOCC1,?,·
CCn1c(=O)c2c(nc3n2CCN3c2ccccc2)n(C)c1=O,-5%,6
O=C(CN1CCOCC1)Nc1ccc(NC(=O)CN2CCOCC2)c(Cl)c1,-6%,5
Cc1cc(C)c2nc(-c3cccnc3)cc(C(=O)Nc3ccc(S(=O)(=O)Nc4onc(C)c4C)cc3)c2c1,?,·
CC(C)c1ccc(NC2CCCN(C(=O)c3cnsn3)C2)cc1 (centres undefined),i,14
O=C(Nc1ccc(C(=O)O)cc1)/C(=C/c1ccc2c(c1)OCO2)NC(=O)c1cccc(Br)c1,?,·
C(=C\CSc1ncn[nH]1)/CSc1ncn[nH]1,1%,-5
COc1cc(C(=O)Nc2ccc3c(c2)nc(C)n3C)cc(OC)c1OC,?,·
CC(=O)N1CCc2cc(Br)cc(S(=O)(=O)N3CCc4ccccc43)c21,1%,-12
NS(=O)(=O)c1ccc(NC(=O)c2c(F)cccc2Cl)cc1,-4%,-7
Cc1ccc(/C(=C\CN2CCCC2)c2ccccn2)cc1,?,·
O=C(c1ccc(F)cc1)[C@@H]1[C@@H](C(=O)c2ccccc2)[C@@]2(C(=O)Nc3ccccc32)[C@H]2c3ccccc3C=CN12,0%,0
